# Screening data deposited in PubChem BioAssay by National Center for Advancing Translational Sciences (NCATS).
# FUS suppressor = rescues growth of FUS-expressing yeast. 390,000 tested, 0.24% active. S. cerevisiae FUS-expressing, growth rescue, OD600, 24 h. Potency, µM (titrated, usually from 76.6 µM), without a hit: at the highest dose growth rescue (activation), usual class: activators;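 note: potency is the fitted concentration of half-maximal effect; plate controls were DMSO vehicle for no effect and reference control for full effect; nearly all actives have a fitted effect of over 55% in size; some results filed as inactive show a strong effect at the top dose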
#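 FUS-expressing yeast, raffinose-pregrown, induced in 2% galactose minimal medium at OD 0.005; compounds in a dilution series, 24hr at 30C. Growth restoration read as absorbance at 600 nm. CP55940 positive control, DMSO negative.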
# Abeta yeast res = compounds reversing amyloid beta toxicity in yeast | 410,000 tested, 0.063% active | yeast expressing A-beta42, growth rescue, OD600, 48 h; response scale: 0% DMSO, 100% iron-clioquinol control | Potency, µM (series often up to 46.1 µM), for the others: at the top dose growth rescue, actives largely listed as activators; note: potency is the fitted concentration of half-maximal effect; nearly all actives have a fitted effect of over 55% in size
#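 Yeast A-beta toxicity model in growth medium with pinned compounds, 48 h at 30 C; growth read as absorbance at 600 nm. Normalized to FeCl3/clioquinol equimolar mix (positive) and DMSO (negative).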
# GLP-1R inv ag = inverse agonists of human GLP-1 receptor; Potency, µM (series often up to 38.3 µM), inactives show at the top dose activity change, negative = inhibition, most hits filed as inhibitors; HEK293 GLP-1R CRE-luciferase, luminescence, 24 h; GLP-1R form is constitutively active; P43220; 410,000 tested, 1.6% active; AID 624417; note: potency is the fitted concentration of half-maximal effect; % is set by controls: 0 for no effect and ±100 for the full control effect; nearly all actives have a fitted effect of over 55% in size
#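 Using stably transfected HEK293 (constitutively active GLP-1R, cAMP-luciferase reporter), compounds were incubated 24 hr and luciferase measured by luminescence.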
# Akt phos inh = Akt phosphorylation inhibition. Neuro2A IGF-stimulated pAkt S473 HTRF, 20 min; hits give low values. activity change, % for hits at 50 µM. 360,000 tested, 0.32% active; in the data active = activity change below about -80%; inconclusive = mostly about -51% to -80%; note: % is set by controls: 0 for no effect and ±100 for the full control effect
#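 Neuro2A cells (4,500/well, DMEM with 0.5% FBS) were treated with compound at a single 50 µM final concentration, stimulated with 6 nM IGF for 20 min at 37 °C, and lysed. Phospho-Akt Ser473 was read by HTRF as 665/615 ratio ×10^4.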
# GLP-1R agonist = activates the human GLP-1 receptor; HEK293 GLP-1R CRE-luciferase, luminescence, 4-6 h; cells express a hypersensitive GLP-1R form; Potency, µM (highest dose often 45.6 µM), without a hit: at the highest dose activation, hits mostly activators; 380,000 tested, 0.007% active; AID 624172; note: potency is the fitted concentration of half-maximal effect; % of control where 0% means no effect
# PTHR1 agonist = PTHR1 (human) receptor agonism. Q03431. HEK293 GP2 PTHR1 cells, GloSensor cAMP luminescence, 1 h. Potency, µM (doses to about 115 µM), without a hit: top-dose activation, hits mostly activators. 410,000 tested, 0.075% active. AID 743266; note: potency is the fitted concentration of half-maximal effect; nearly all actives have a fitted effect of over 55% in size; some results filed as inactive show a strong effect at the top dose; inactives centre near -15; many of its hits are not listed in these tables
# Target sequence (Q03431 whole entry, looked up): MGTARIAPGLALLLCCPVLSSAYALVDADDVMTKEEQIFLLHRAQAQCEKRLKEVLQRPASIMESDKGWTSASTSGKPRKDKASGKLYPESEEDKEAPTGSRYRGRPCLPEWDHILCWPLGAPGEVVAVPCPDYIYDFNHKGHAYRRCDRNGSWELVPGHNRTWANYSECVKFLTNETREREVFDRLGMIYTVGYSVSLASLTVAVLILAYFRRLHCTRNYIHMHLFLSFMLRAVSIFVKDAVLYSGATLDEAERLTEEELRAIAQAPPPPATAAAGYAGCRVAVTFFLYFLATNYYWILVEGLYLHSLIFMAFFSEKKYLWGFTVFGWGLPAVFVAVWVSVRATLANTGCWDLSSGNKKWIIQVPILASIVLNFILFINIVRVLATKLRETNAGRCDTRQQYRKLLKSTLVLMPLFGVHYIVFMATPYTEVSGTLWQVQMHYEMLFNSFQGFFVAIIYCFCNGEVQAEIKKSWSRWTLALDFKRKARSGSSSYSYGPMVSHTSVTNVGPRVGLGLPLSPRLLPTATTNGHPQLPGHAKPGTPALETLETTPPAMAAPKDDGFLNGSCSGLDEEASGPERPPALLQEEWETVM
#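 HEK-293-derived GP2 cells expressing PTHR1 and a GloSensor cAMP reporter, 3,000/well, plated overnight, given luciferin plus IBMX (each 0.5 mM as added) for 1 h at 37 °C, then compound for 1 h at 37 °C. Luminescence was read after 15 min at room temperature.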
# TDP43 rescue = rescues yeast growth from TDP-43 toxicity. TDP-43 expressing yeast growth rescue, BacTiter-Glo, 24 h. Potency, µM (series often up to 46.1 µM), inactives show at the top dose growth rescue (activation), most hits filed as activators. 410,000 tested, 1.8% active; note: potency is the fitted concentration of half-maximal effect; % of control where 0% means no effect; nearly all actives have a fitted effect of over 50% in size
#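 Readout is BacTiter-Glo luminescence of cell growth, so inhibitors register as activators. TDP-43-expressing yeast at OD600=0.02 in galactose medium, after raffinose pregrowth to mid-log, were incubated with compound for 24 hr at 30 deg C.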
# DRD3 antagonist = D3 dopamine receptor (human) antagonism | P35462 | D3R cells, DiscoveRx beta-arrestin luminescence, antagonist mode; hits give low values | max response, negative = inhibition, % | 360,000 tested, 2.5% active | AID 652054; in the data active = max response below about -50%; inconclusive = no clear call, values can overlap the other calls; note: % is set by controls: 0 for no effect and ±100 for the full control effect; mostly tested at two doses, the higher about 12 µM
# Target sequence (P35462 whole entry, looked up): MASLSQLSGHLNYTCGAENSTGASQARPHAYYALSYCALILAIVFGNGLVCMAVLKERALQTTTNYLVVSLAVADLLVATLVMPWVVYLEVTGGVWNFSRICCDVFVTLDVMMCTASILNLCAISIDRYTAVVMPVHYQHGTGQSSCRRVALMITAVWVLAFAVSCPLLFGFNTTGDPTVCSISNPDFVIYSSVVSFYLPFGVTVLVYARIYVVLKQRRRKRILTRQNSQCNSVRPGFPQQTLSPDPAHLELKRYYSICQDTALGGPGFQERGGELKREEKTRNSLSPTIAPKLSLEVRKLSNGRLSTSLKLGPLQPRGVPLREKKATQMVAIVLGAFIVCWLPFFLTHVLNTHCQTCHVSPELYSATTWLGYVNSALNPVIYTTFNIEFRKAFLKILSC
#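 Cells expressing the human receptor were seeded at 1500 cells/well, incubated overnight at 37 degrees C in 5% CO2, then exposed to library compounds with dopamine controls for 90 minutes at 37 degrees C before luminescent detection.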
# aSyn yeast inh = rescues yeast growth from alpha-synuclein toxicity | Yeast expressing alpha-synuclein, growth rescue, BacTiter-Glo, 24 h | Potency, µM (highest dose often 46.1 µM), inactives show at the highest dose growth rescue (activation), most hits filed as activators | 370,000 tested, 0.14% active | AID 652106; note: potency is the fitted concentration of half-maximal effect; % of control where 0% means no effect; nearly all actives have a fitted effect of over 65% in size
#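 Galactose-induced alpha-syn yeast (OD600=0.02, raffinose-pregrown) + pinned cpd, 24 hr, 30 deg C; growth by BacTiter-Glo luminescence. Growth restoration scores as activation.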
# * hit, by the source's call; i = inactive; u = inconclusive; x = not tested or not shown; & = joins results of further samples; [ ] = dose if it differs, or a comment. Unless noted, calls come from the whole dose curve; as a rule, active = well fitted curve in the direction sought with a large enough effect; inconclusive = small, poorly fitted or top-dose-only effect, or another doubt; inactive = no such curve, though single readings can be large; an effect the other way counts as inactive or inconclusive. Some of the compounds tested. The share of hits here may be higher or lower than overall.
SMILES,FUS suppressor,Abeta yeast res,GLP-1R inv ag,Akt phos inh,GLP-1R agonist,PTHR1 agonist,TDP43 rescue,DRD3 antagonist,aSyn yeast inh
Cn1c(N)c(C(=O)COC(=O)Cc2ccc(F)cc2)c(=O)n(C)c1=O,9%,-6%,26%,i,16%,i,-1%,12,0%
CC(C)CN(CC(C)C)CC(O)COc1ccc([N+](=O)[O-])cc1 (configuration not stated),x,-14%,u,i,5%,-9%,-21%,5,0%
O=C(CSc1nc2ccccc2c(=O)[nH]1)Nc1ccc(N2CCOCC2)cc1,31%,-1%,24%,i,-7%,-24%,-16%,5,0%
COc1cccc(/C=C(/C(=O)OCC(=O)NC2CCCCCCC2)c2ccccc2)c1,33%,5%,u,i,8%,-27%,10%,24,9%
CCN(CC)C(=O)c1[nH]cnc1C(=O)NCC(=O)OCc1ccccc1,11%,4%,7%,i,-3%,i,17%,45,5%
CCOC(=O)C1(C)CCCCN1C(=O)c1ccnc(Cl)c1 (configuration not stated),-17%,-2%,16%,i,0%,i,12%,0,-2%
O=C(CCS(=O)(=O)c1cccc2nonc12)Nc1cccc(F)c1,17%,-9%,-6%,x,x,-25%,6%,x,x
COc1ccc(-c2cc(-c3ccccc3)c(C#N)c(SCC(=O)Nc3ncc(C)s3)n2)cc1,x,1%,u,i,3%,-20%,20%,u,12%
CCCC(=O)Nc1cccc(-c2cn3cccnc3n2)c1,2%&-11%,1%&-10%,2%&18%,i,17%,-12%,-9%&14%,-5,-5%
COC(=O)NNC(=S)NCc1ccc(C)cc1,-2%,12%,0%,i,-6%,i,10%,3,1%
O=S(c1ccccc1)c1ccccc1,-20%,-8%,6%,i,1%,-10%,-10%,-12,-9%
CN(CC(=O)NCc1ccncc1)S(=O)(=O)c1ccc(F)cc1,-6%,-7%,6%,i,-3%,2%[57.5 µM],-25%,6,-22%
CCOc1ccc(Cl)cc1S(=O)(=O)N1CCCC1,5%,-6%,0%,i,-5%,i,0%,2,1%
COc1ccc2c(c1)c(CC(=O)Nc1cccc(F)c1C)c(C)n2C(=O)c1ccc(Cl)cc1,-22%,-4%,32%[activator],x,x,-10%,5%,x,x
COc1ccccc1C(=O)NC(=O)COC(=O)c1oc2ccccc2c1C,-17%,-5%,0%,i,9%,-6%,7%,6,11%
C=CCC12C=C(OC)C(=O)OC(OC)(C1O)[C@H](c1ccc3c(c1)OCO3)[C@H]2C (some centres not stated),5%,2%,-14%,i,14%,-18%,8%,16,4%
Cc1ccc(NC(=O)N2CCc3ccccc3C2)cc1,-2%,-7%,-8%,i,-8%,-10%,-18%,-13,-14%
CCOc1ccc(Cl)cc1C1=CC(=O)C[C@H](c2ccc(OC)cc2)C1,22%,18%,u,i,-3%,-21%,18%,3,-3%
Cc1cc(C(=O)OCC(=O)N(C)c2ccccc2)c(C)o1,1%,-15%,-15%,i,-1%,i,14%,-14,-6%
COc1ccc(OC)c(NC(=O)CCNS(=O)(=O)c2ccc3c(c2)oc(=O)n3C)c1,15%&13%,-1%&11%,4%&2%,i,4%,-18%,24%&-5%,3,-5%
O=C(NCc1cccc(F)c1)c1cccc2c1C(=O)c1ccc(N3CCC(Cc4ccccc4)CC3)cc1S2(=O)=O,39%,-12%,9%,i,-1%,i,1%,5,-5%
CC(C)C(NC(=O)c1ccccc1)C(=O)NCCc1ccccc1 (configuration not stated),-11%,16%,-7%,i,-1%,-23%,23%,0,-6%
COc1ccc(S(=O)(=O)Nc2cccc3c2O[C@H](CN(C)Cc2ccc(C(=O)O)cc2)[C@@H](C)CN([C@H](C)CO)C3=O)cc1,11%,-9%,10%,i,-2%,i,0%,46,0%
COc1ccc(C(CNC(=O)Cc2cc(OC)c(OC)c(OC)c2)N2CCCC2)cc1 (configuration not stated),30%,-1%,-2%,i,-5%,-6%[57.5 µM],18%,-11,10%
Fc1ccccc1N1CCN(Cc2nc(-c3ccccc3)no2)CC1,19%,-3%,0%,x,5%,i,-8%,u,9%
COc1ncnc2c1oc1nc(C(C)C)c3c(c12)CC(C)(C)OC3,-19%,17%,0%,i,-2%,i,5%,35,-1%
CNC(=O)C1CCC(Cn2c(=O)c3sccc3n(CC(=O)Nc3cc(C)cc(C)c3)c2=O)CC1 (configuration not stated),-1%,4%,7%,x,x,2%,13%,x,x
Cc1ccc(NC(=O)N[C@@H](CC(C)C)C(=O)O)c(C)c1,-10%,-14%,13%,i,-1%,-3%,-6%,0,-5%
Cc1noc(C)c1S(=O)(=O)Nc1c(C)n(C)n(-c2ccccc2)c1=O,27%,-9%,-8%,i,8%,i,-10%,13,2%
COc1ccc(N(C(=O)c2snc(C(N)=O)c2N)C(C(=O)NC2CCCC2)c2cccs2)c(OC)c1 (configuration not stated),29%,-8%,4%,i,12%,u,2%,-6,0%
O=C(COC(=O)CC1CC2CCC1C2)NC(=O)NCc1ccco1 (configuration not stated),30%,6%,-1%,i,9%,-73%[inhibitor][57.5 µM],14%,15,2%
Cn1c(=O)[nH]c(=O)c2c1nc(N1CCCCCC1)n2CCOc1ccccc1,-8%,7%,25%,i,3%,-2%,0%,-7,0%
CC(=O)c1c(C)[nH]c(C(=O)OCC(=O)NC(C)c2ccccc2)c1C (configuration not stated),2%,1%,0%,i,-4%,-4%,1%,u,1%
O=C(COC(=O)c1ncc(Cl)c(Cl)c1Cl)Nc1ccccc1OC(F)F,-32%,7%,6%,i,6%,i,21%,3,-13%
COC(=O)[C@]1(C)N[C@H](CN(C)C(=O)Nc2ccc(C(F)(F)F)cc2)[C@@H]2C(=O)N(C)C(=O)[C@@H]21,-2%,-4%,5%,i,-5%,-3%,20%,2,1%
Cc1cc(C(=O)NNC(=O)COc2c(C)cc(Br)cc2C)n[nH]1,0%,9%,7%,i,-5%,i,15%,3,-1%
COc1ccc(/C=N/OCC(=O)OCC(=O)N(C)c2ccccc2)cc1,14%,21%,2%,i,1%,-26%,u,8,2%
Cc1cc(C)c(NC(=O)Nc2ccccc2C)c(Cl)c1,-26%,0%,1%,i,7%,-17%,24%,10,-2%
Cc1ccc2oc(=O)c3cnn(CC(=O)N(CCN(C)C)Cc4ccco4)c3c2c1,-11%,-2%,u,i,0%,i,-4%,0,11%
c1ccc(-c2noc(-c3cccc4ccccc34)n2)cc1,-1%,-12%,32%[activator],i,-12%,-18%[57.5 µM],-13%,15,-5%
CC(C)OC(=O)c1ccc(N2CCN(c3ccc(F)cc3)CC2)nc1,-8%,0%,3%,i,-2%,-27%,14%,17,2%
Cc1nnsc1S(=O)(=O)Cc1ccccc1Cl,-1%,u,16%,i,-12%,-13%[57.5 µM],26%,19,13%
O=C(COC(=O)c1cc(S(=O)(=O)N2CCOCC2)ccc1F)c1ccccc1,23%,-33%,1%,i,6%,-28%,20%,9,-6%
CC(C)/C=N/NC(=O)c1cccc(N2CCCC2=O)c1,x,2%,0%,i,2%,-24%,19%,10,-1%
COc1ccc(OC)c(N(CC(=O)NCc2ccccn2)S(C)(=O)=O)c1,16%,7%,0%,i,4%,6%,7%,3,-3%
CC1CCN(c2c(NCC3CCC(C(=O)NCCc4ccc(Cl)cc4)CC3)c(=O)c2=O)CC1 (configuration not stated),24%,-6%,u,i,10%,-59%[inhibitor],-29%,-1,1%
COc1ccc(N(Cc2cccs2)C(=O)Nc2ccccc2)cc1,33%,8%,u,x,x,-24%,-39%[inhibitor],x,x
Cc1ccccc1OCCC(=O)Nc1ccccc1C(=O)N1CCCCC1,x,0%,-22%,i,-6%,i,20%,10,9%

# Looked up by compound from the list above, three records:
SMILES,FUS suppressor,Abeta yeast res,GLP-1R inv ag,Akt phos inh,GLP-1R agonist,PTHR1 agonist,TDP43 rescue,DRD3 antagonist,aSyn yeast inh
CC(C)C(NC(=O)c1ccccc1)C(=O)NCCc1ccccc1 (configuration not stated),-11%,16%,-7%,i,-1%,-23%,23%,0,-6%
COc1ccc(OC)c(NC(=O)CCNS(=O)(=O)c2ccc3c(c2)oc(=O)n3C)c1,15%&13%,-1%&11%,4%&2%,i,4%,-18%,24%&-5%,3,-5%
COc1ccc(OC)c(N(CC(=O)NCc2ccccn2)S(C)(=O)=O)c1,16%,7%,0%,i,4%,6%,7%,3,-3%

# Carrying on.
SMILES,FUS suppressor,Abeta yeast res,GLP-1R inv ag,Akt phos inh,GLP-1R agonist,PTHR1 agonist,TDP43 rescue,DRD3 antagonist,aSyn yeast inh
O=c1cc2c(nn1Cc1ccccc1)-c1ccccc1CC2,-5%,-20%,10%,i,5%,i,19%,-3,6%
CC1CC(C)CN(C(=O)c2ccc(Br)c(S(=O)(=O)N3CCOCC3)c2)C1 (configuration not stated),9%,-3%,-2%,i,11%,i,3%,14,1%
Cc1cccc(NC(=O)CN(C)S(=O)(=O)c2cccc3cccnc23)c1,-5%,-2%,4%,i,8%,-24%,17%,0,1%
COc1ccc(-c2noc(-c3cc(C)cc(C)c3)n2)cc1OC,-17%,-13%,39%[activator],i,14%,-25%,5%,69,0%
CCCCNC(=O)Cn1ncc2c(C)n(Cc3cccc(Cl)c3)c(C)c2c1=O,-16%,5%,8%,x,x,-41%[inhibitor],21%,x,x
CCOc1ccccc1C(=O)NCCCn1ccnc1,6%,-4%,0%,i,-7%,i,-21%,-9,-8%
C[C@H]1CN([C@@H](C)CO)C(=O)CCCn2nncc2CO[C@H]1CN(C)S(=O)(=O)c1ccc(Oc2ccccc2)nc1,33%,-9%,19%,i,-3%,-5%,-12%,0,-1%
O=C(CC1S/C(=N/N=C/c2cccs2)NC1=O)Nc1ccc(Cl)cc1 (configuration not stated),19%,-5%,u,i,-2%,-3%,26%,-22,4%
COc1ccc(-n2cc(C(=O)N(C)c3cc(C)ccc3OC)c3ccccc3c2=O)cc1,37%,-14%,u,x,x,i,u,x,x
